Compound activity from PubChem BioAssay.
NCI-60 one-dose screen, 48 h, at 10 µM unless noted. Numbers give growth in % (100 = growth as untreated, 0 = no growth, -100 = all killed).
SF-295 – SF-295 CNS cancer cells | hit rate 5.6% among 79,000 | AID 1794758
DU-145 – DU-145 prostate cancer; hit rate 4.2% among 81,000; AID 1794760
UO-31 – UO-31 renal cancer; hit rate 5.2% among 81,000; AID 1794768
U251 – U251 CNS tumor cells; hit rate 5.4% among 80,000
TK-10 – TK-10 renal cancer cells; hit rate 3.9% among 81,000
SN12C – SN12C renal cancer cells; hit rate 3.8% among 81,000
PC-3 – PC-3 prostate cancer cells; hit rate 3.9% among 80,000
786-0 – 786-0 renal cancer cells; hit rate 5.1% among 81,000; AID 1794775
SF-539 – SF-539 CNS cancer; AID 1794752; hit rate 6.8% among 81,000
Starred values were filed as active, the others as inactive; . = no result given; & = joins results of further samples. The calls were made as follows: active = growth percent below 10; inactive = the rest. Compounds were not picked by outcome. About 10% of those tested had a hit in this group.

compound	SF-295	DU-145	UO-31	U251	TK-10	SN12C	PC-3	786-0	SF-539
Cc1ccc2nc(NC(=O)CSc3nc(-c4coc5ccccc5c4=O)c(C#N)c(=O)[nH]3)sc2c1	99	110	58	97	216	96	92	103	96
O=[N+]([O-])c1ccccc1/C=N\Nc1ccccc1	77&102	103&98	47&51	90&85	93&118	88&85	57&63	101&87	106&88
CC(Cc1ccco1)C(=O)NC(N)=O (stereo not drawn)	95	109	92	108	99	103	98	103	98
CC(C)N(CCOC(=O)Nc1ccc(Cl)cc1)C(C)C	106	123	84	105	.	110	90	104	110
CCc1ccc(CNCC(O)c2ccccc2)cc1 (stereo not drawn)	.	80	35	60	81	76	53	87	86
CC1(C)C(=O)/C(=C\c2ccccc2[N+](=O)[O-])C[C@]2(C)[C@H]3CC[C@@H]4[C@@H](C(=O)/C=C/c5ccccc5[N+](=O)[O-])CC[C@@]4(C)[C@]3(C)CC[C@@H]12	103	95	79	85	159	89	65	117	98
CC(C#N)(c1ccccc1)c1ccccc1	99	120	89	95	111	103	102	105	111
COc1ccccc1NC(=O)n1c(=O)cc(C)c2ccc(O)cc21	101	113	89	106	111	101	100	115	106
CC1=Nc2ccc([N+](=O)[O-])cc2N=C(C)C1	100	110	79	99	126	100	94	101	96
CCN(CC)CCC(C#N)c1ccccc1 (stereo not drawn)	100	105	83	104	103	99	91	95	100
O=C(Nc1nc2ccc([N+](=O)[O-])cc2s1)Nc1ccc(Cl)cc1Cl	17	64	60	11	41	29	47	20	12
COC(=O)NN1CC(O)=C(c2nc(-c3ccc(F)cc3)cs2)C1=N	131	112	71	98	136	102	30	98	79
C/C1=C\CC[C@@]2(C)O[C@H]2[C@H]2OC(=O)[C@@H](C)[C@@H]2CC1	97	105	86	96	108	99	103	100	99
c1ccc2cc(Nc3ccc4ccccc4c3)ccc2c1	89	99	61	98	115	93	79	96	100
COc1cc(/C=N/NC(=O)c2ccc(OCc3nc4ccc(Cl)cc4[nH]3)cc2)cc(OC)c1OC	13	65	45	53	75	49	36	29	30
Cc1c(C(=O)C(SC(=S)N2CCN(C)CC2)SC(=S)N2CCN(C)CC2)nnn1-c1ccc([N+](=O)[O-])cc1	97	109	77	95	97	94	91	101	100
O=C(NCCNc1cc(-c2cn(-c3ccccc3)nc2-c2cccc(O)c2)ccn1)Nc1ccc(Cl)c(Cl)c1	75	96	54	60	91	77	70	71	76
Oc1ccc(Cc2ccc(O)c(C3CC(c4ccc5c(c4)OCO5)=NN3)c2)cc1C1CC(c2ccc3c(c2)OCO3)=NN1 (stereo not drawn)	82	101	.	52	117	78	71	96	83
O=C1OC(N(Cc2ccccc2)Cc2ccccc2)c2ccccc21 (stereo not drawn)	107	116	83	104	99	102	92	94	103
CCCCN(CCC)CCCCCCCCCN1CCCc2ccccc21	81	77	56	61	107	70	61	88	81
COc1ccc2c(c1)c1cc3ncccc3nc1n2C	67	88	37	77	86	61	65	63	86
CC1(C)C(=O)N2C(=O)CC(=O)N2C1=O	99	107	92	97	110	106	99	103	99
CCOC(=O)c1cnc2ccc(OC)cc2c1NCc1ccccc1	54	105	75	94	98	90	95	85	92
CCCCCN1C=C/C(=C\C(=O)N(C)c2ccc(OC(F)(F)F)cc2)c2ccccc21	93	110	77	95	105	96	94	99	103
CCSc1oc(-c2ccccc2)nc1S(=O)(=O)c1ccc(F)cc1	90	103	73	90	86	95	76	93	102
COc1ccc(Nc2ncc3c(n2)CCc2cnc(Nc4ccc(OC)cc4)nc2-3)cc1	83	70	39	87	83	76	82	85	88
CC(=O)C1(O)CCC2C3CC(C)C4=CC(=O)C=CC4(C)C3C(=O)CC21C (stereo not drawn)	.	114	84	107	98	91	103	96	106
N=C(N)SCCCCCCCCCCSC(=N)N	81	81	66	57	72	95	62	89	75
c1ccc2c(c1)[nH]c1c(-c3ccc(-c4nccc5c4[nH]c4ccccc45)cc3)nccc12	105	122	61	107	105	95	84	95	109
O=C(Cc1ccccc1)Cc1ccccc1	108	113	98	97	.	104	103	95	101
Cc1cc(O)c2c(C)cc(=O)oc2c1	98	116	90	93	94	100	79	93	100
CCCCNC(=O)NS(=O)(=O)c1ccc(CCl)cc1	.	113	95	95	110	100	94	111	93
CC[C@H](Nc1nc(N)nc(C2CC2)c1C#N)c1nc2cccc(NCc3ccc(C(=O)NO)cc3)c2c(=O)n1-c1ccccc1	-27*	-29*	-80*	-4.3*	5.5*	9.3*	10	-9.7*	0.0*
Cn1c2ccccc2c2c3c(c4c5cccnc5[nH]c4c21)C(=O)N(O)C3=O	38	27	31	21	97	23	42	37	17
CCOC(=O)N1CCc2c(sc3nc4n(C)cnn4c(=O)c23)C1	101	107	88	91	99	99	87	98	101
CSc1cc(N)[nH]c(=O)n1	103	107	91	108	97	106	105	104	104
O=[N+]([O-])c1ccc2[nH]cnc(=S)c2c1	92	108	71	88	114	89	87	99	89
Cc1ccc(/C=C2/C(=O)/C(=C/c3ccc(C)cc3)C3CCC2N3C)cc1	99	90	71	83	101	83	82	93	99
CCN1C(=O)/C(=C/C=C/N(C)c2ccccc2)SC1=S	55	89	94	85	86	94	85	80	92
O=C(Nc1ccc(Oc2ccc(F)cc2)c(Cl)c1)c1cnccn1	73	80	65	38	86	70	76	81	67
CN(C)CCN(C)C(=O)C(c1ccccc1)C1CCCCC1 (stereo not drawn)	109	122	85	102	150	100	100	115	108
O=C(O)CC1SC(=NNc2ncnc3ccccc23)N(c2ccccc2)C1=O (stereo not drawn)	103	107	88	97	.	104	104	101	101
COc1ccccc1NC(=O)OCC12COCN1COC2	103	112	95	91	108	100	101	103	103
CCN(CC)CCNC(Cc1ccccc1)c1ccc(OC)cc1 (stereo not drawn)	93	108	82	98	74	99	98	80	96
CC(C)CCOC(=O)C(O)c1ccccc1 (stereo not drawn)	115	108	.	110	105	101	93	.	99
O=C1Nc2ccccc2/C1=C\c1nc(-c2ccccc2)n2ccccc12	98	86	80	90	84	96	87	99	101
COc1ccc2[nH]c(=O)c(C3C4=C(CC(C)(C)CC4=O)Nc4nc(OC)[nH]c(=O)c43)cc2c1 (stereo not drawn)	98	109	93	98	90	108	93	101	104
CCOC(=O)C1(NC(=O)C2(N3C(=O)c4ccccc4C3=O)CCCC2)CCCC1	112	116	91	111	89	101	100	93	116
C=C(C)[C@@H]1CC[C@]2(C(=O)O)CC[C@]3(C)[C@H](CC[C@@H]4[C@@]5(C)C[C@@H](CC#CC#CC[C@@H]6C[C@]7(C)[C@H]8CC[C@@H]9[C@H]%10[C@H](C(=C)C)CC[C@]%10(C(=O)O)CC[C@@]9(C)[C@]8(C)CC[C@H]7C(C)(C)[C@H]6OC(C)=O)[C@H](OC(C)=O)C(C)(C)[C@@H]5CC[C@]43C)[C@@H]12	.	109	72	104	132	99	90	109	97
BrCCOc1ccc(OCCBr)cc1	106	117	101	95	106	101	94	92	95
O=S(=O)(NCCNc1nccc(-c2c(-c3cccc(F)c3)nc3sccn23)n1)c1ccc(C(F)(F)F)cc1	107	89	52	90	98	90	57	82	103
Cc1cc(NCCCCCCNc2cc(C)[n+](C)c3ccccc23)c2ccccc2[n+]1C	77	92	76	90	104	34	82	105	106
O=C(/C=C/c1c[nH]c2ccccc12)c1cc2ccccc2o1	91	96	60	98	140	101	76	87	82
O=C(N[C@H]1C(O)[C@H](O)C(CO)O[C@H]1O)NS(=O)(=O)c1ccc(Cl)cc1Cl (stereo partly drawn)	97	111	86	113	108	102	103	98	100
Nc1cc2c(cc1Cl)-c1ccccc1C2	108	108	62	108	121	92	94	107	79
CC(=O)Cc1nsc(NC(=O)c2cc(-c3cc(Cl)ccc3Cl)oc2C)n1	100	110	107	97	151	101	97	97	102
Nc1cccc2c1C(=O)c1ccccc1-2	114	113	63	121	111	100	.	107	104
COc1ccc(N=Nc2c(N)nn3c(-c4ccc(OC)cc4)ccnc23)cc1	92	95	72	87	105	73	90	82	70
CC(=O)Nc1cc(F)cc(-c2ccc3[nH]cc(-c4ccccc4)c3n2)c1	-43*	40	10	-2.2*	49	33	20	1.5*	-28*
CC(C)C[C@H](NC(=O)OCc1ccccc1)C(O)C1CC1C(=O)C1CO1 (stereo partly drawn)	103	100	83	93	104	100	102	99	106

Additional structures follow.
compound	SF-295	DU-145	UO-31	U251	TK-10	SN12C	PC-3	786-0	SF-539
COc1ccc2cc(-c3cc4c(oc3=O)-c3ccccc3OC4O)c(=O)oc2c1 (stereo not drawn)	78	84	.	84	77	87	81	76	68
COc1cc(C(=O)C(C)[n+]2ccccc2)ccc1OC(C)=O (stereo not drawn)	94	104	86	99	91	100	102	98	94
COc1ccc(-c2ccc(-c3nc4ccccc4s3)c(=O)[nH]2)cc1	105	109	92	103	150	92	93	109	98
COc1ccc(Cc2nnc3sc(SCC(=O)c4ccc(Cl)cc4)nn23)cc1	101	102	78	91	109	102	74	103	102
COc1ccc2[nH]cc(C3(c4c[nH]c5ccc(OC)cc45)C(=O)Nc4ccc(Cl)cc43)c2c1	60	67	46	72	107	92	15	74	75
COc1ccc([C@@H]2[C@H](C(=O)O)c3ccccc3C(=O)N2c2ccc(OC)cc2)cc1	91	104	73	81	110	93	77	89	95
COc1ccc(Nc2ncc(C#N)c(NCCCNC(=O)C3CCC3)n2)cc1	77	61	11	60	41	35	72	50	28
COc1ccc(-c2c(C#N)c(-c3ccc(Cl)cc3)nc3c2c(-c2ccccc2)nn3-c2ccccc2)cc1	103	107	89	97	95	97	102	97	99
O=C(O)c1ccccc1-c1c2ccc(=Nc3ccccc3)cc-2oc2cc(Nc3ccc(S(=O)(=O)O)cc3)ccc12	101	100	55	100	89	92	85	106	104
